# hERG WT inh: inhibitors of human wildtype KCNH2 potassium channel; Q12809; 340,000 compounds, 0.37% hits; U2OS, BacMam KCNH2, thallium flux FluxOr; stronger effect = lower value; activity change, % at 1.84 µM;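 active = maximum activity change below -70%; inconclusive = maximum activity change between -70% and -50%; inactive = maximum activity change above -50%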; note: % is set by controls: 0 for no effect and ±100 for the full control effect
#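 U2OS cells transduced with wild-type KCNH2 virus are loaded with FluxOr dye for 45 min, and thallium flux is measured in kinetic reads before and after stimulation buffer. Rate constants are normalized to DMSO controls.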
# MBNL1 CUG block: blocks human MBNL1 binding to CUG repeat RNA; Q9NR56; TR-FRET MBNL1-His/biotin-(CUG)12 binding, 665/545 ratio; Potency, µM (doses to about 57.5 µM), inactives show at the highest dose activity change, negative = inhibition, usual class: inhibitors; 280,000 compounds, 0.036% hits; active = well fitted inhibition curve with a large enough effect in the signal ratio, with a control signal flat, not every such curve was filed as active; inconclusive = small, poorly fitted or top-dose-only effect, or effect the other way, or a change in a side signal; inactive = no such curve, though single readings can be large or run the other way; the % refers to the signal ratio; note: potency is the fitted concentration of half-maximal effect; % is set by controls: 0 for no effect and ±100 for the full control effect
# Target sequence (Q9NR56 whole entry, looked up): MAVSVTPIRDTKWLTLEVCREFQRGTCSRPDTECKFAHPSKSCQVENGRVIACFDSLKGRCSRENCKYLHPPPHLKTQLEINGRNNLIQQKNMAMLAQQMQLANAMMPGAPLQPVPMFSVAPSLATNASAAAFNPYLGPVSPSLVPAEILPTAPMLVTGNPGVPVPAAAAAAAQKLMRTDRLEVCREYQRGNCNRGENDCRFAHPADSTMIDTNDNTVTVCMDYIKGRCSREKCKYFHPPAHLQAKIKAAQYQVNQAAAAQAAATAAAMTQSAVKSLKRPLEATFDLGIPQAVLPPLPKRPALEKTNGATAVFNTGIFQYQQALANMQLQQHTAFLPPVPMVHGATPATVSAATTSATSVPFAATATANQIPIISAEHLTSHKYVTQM
#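 Inhibition of protein-RNA binding appears as loss of TR-FRET between terbium anti-His antibody on MBNL1-His and streptavidin-XL665 on biotin-(CUG)12. Activity is normalized to buffer-only and uninhibited-complex controls.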
# AT treatment: candidate therapy for ataxia-telangiectasia. […] A-T fibroblasts, KAP-1 phosphorylation AlphaLISA; neocarzinostatin DNA damage 30 min before lysis. Potency, µM (titrated, usually from 57.5 µM), for the others: at the top dose activation, actives largely listed as activators. 320,000 compounds, 0.19% hits. AID 485349; note: potency is the fitted concentration of half-maximal effect; % of control where 0% means no effect; nearly all actives have a fitted effect of over 45% in size
#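 ATM-like activity read as KAP-1 phosphorylation via AlphaLISA donor/acceptor antibody pairs after lysis and 6 hr at 25C. Cells were ATM-null patient fibroblasts ([…], hTERT), dosed 60 min, then exposed to the DSB inducer NCS for 30 min.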
# Integrin act MD: activators of alpha7 integrin expression for muscular dystrophy; Potency, µM (series often up to 38.3 µM), inactives show at the top dose activation, usual class: activators; 350,000 compounds, 0.064% hits; AID 624291; alpha7betagal myoblasts, beta-gal FDG fluorescence, 48 h;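 note: potency is the fitted concentration of half-maximal effect; 100% = response of the positive control SU9516; nearly all actives have a fitted effect of over 60% in size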
#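 alpha7betagal+/- myoblasts (passage 13, 250/well) treated 48 h at 37C with compounds at 1:260 dilution of DMSO stock. Lysed, then beta-galactosidase activity read as FDG fluorescence (ex 480/em 540) after 30 min, with pre-read for autofluorescence.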
# FBPA coupling cs: inhibits coupling enzyme system, counter-screen for aldolase hits. activity change, negative = inhibition, % at 58.2 µM, hits read low. coupling enzyme system counterscreen, AmpLite Red fluorescence. 290,000 compounds, 0.67% hits; in the data active = activity change below about -30%; note: % is set by controls: 0 for no effect and ±100 for the full control effect
#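 Fluorescence at 525 nm excitation and 598 nm emission measured inhibition of the coupled detection system without aldolase. Compounds (at 57.5 uM final) were preincubated 10 min at room temperature with coupling enzyme reagent before a 20 min substrate/AmpLite Red step.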
# KCNH2 3.1 block: inhibitors of human KCNH2 3.1 potassium channel isoform. 340,000 compounds, 0.95% hits. U2OS KCNH2 3.1, thallium flux FluxOr; stronger effect = lower value. activity change, % (tested at about 1.8 µM). AID 720553;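 active = maximum activity change below -70%; inconclusive = maximum activity change from -70% to -50%; inactive = maximum activity change above -50%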;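 note: thallium influx rate constant from kinetic fluorescence after stimulation buffer; % is set by controls: 0 for no effect and ±100 for the full control effect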
#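 Kinetic fluorescence (2 min after stimulation buffer) measures Tl+ influx through KCNH2 3.1 expressed by viral transduction in U2OS cells; the rate constant is normalized against DMSO controls serving as positive and negative references.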
# GALK inhibitor: blocks human galactokinase activity; P51570; Potency, µM (titrated, usually from 57.5 µM), without a hit: at the top dose activity change, negative = inhibition, hits mostly inhibitors; Purified GALK, Kinase-Glo residual ATP luminescence; 270,000 compounds, 0.007% hits; note: potency is the fitted concentration of half-maximal effect; % is set by controls: 0 for no effect and ±100 for the full control effect
# Target sequence (P51570 whole entry, looked up): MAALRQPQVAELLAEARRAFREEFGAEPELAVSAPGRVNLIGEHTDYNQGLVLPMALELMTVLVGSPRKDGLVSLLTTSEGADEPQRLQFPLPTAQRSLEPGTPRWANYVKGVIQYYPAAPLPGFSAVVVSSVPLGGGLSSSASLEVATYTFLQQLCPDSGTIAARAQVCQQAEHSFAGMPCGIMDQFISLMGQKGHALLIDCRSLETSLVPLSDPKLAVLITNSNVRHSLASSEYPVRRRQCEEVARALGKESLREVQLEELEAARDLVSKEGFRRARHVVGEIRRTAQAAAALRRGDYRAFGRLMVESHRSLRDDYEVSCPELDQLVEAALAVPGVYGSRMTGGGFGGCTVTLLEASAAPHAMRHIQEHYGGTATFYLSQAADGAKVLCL
#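 Compounds were pin-transferred into ATP buffer (35 uM final), then GALK plus galactose (5 nM, 100 uM final) was added. After 1 h at room temperature, Kinase-Glo Plus was added and luminescence read after 10 min.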
# MLL CXXC-DNA inh: MLL CXXC-DNA interaction inhibition; 290,000 compounds, 0.037% hits; Q03164; Potency, µM (series often up to 115 µM), for inactives: at the highest dose activity change, negative = inhibition, actives largely listed as inhibitors; MLL-CXXC / FITC-HOXA9 DNA fluorescence polarization; active = well fitted inhibition curve with a large enough effect in the polarisation, with a control signal flat, not every such curve was filed as active; inconclusive = small, poorly fitted or top-dose-only effect, or effect the other way, or a change in a side signal; inactive = no such curve, though single readings can be large or run the other way; the % refers to the polarisation; note: potency is the fitted concentration of half-maximal effect
#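 Steps: dispense CXXC domain solution (7 uM) → pin compounds or unlabeled HOX-A9 DNA control → 5 min ambient → add FLSN-HOX-A9 solution (50 nM) → spin → 30 min ambient → fluorescence polarization. Tris pH 7.5/NaCl/DTT/BSA buffer.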
# S-ASM inh: human S-ASM enzyme inhibition. 340,000 compounds, 0.006% hits. Potency, µM (series often up to 57.5 µM), for inactives: at the top dose activity change, negative = inhibition, usual class: inhibitors. placental ASM, HMU-PC fluorogenic substrate, 60 min; note: potency is the fitted concentration of half-maximal effect
#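 Human placenta-derived ASM enzyme was preincubated with compound for 10 minutes at room temperature, then given fluorogenic substrate HMU-PC0 (9 uM final) for 60 minutes at 37 °C; a pH 10 stop preceded fluorescence reading at Ex 386/Em 447 nm.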
# TRPV1 ag: activates the human vanilloid receptor TRPV1. Q8NER1. TRPV1-expressing cells, Fluo-8 calcium influx, agonist mode. activation, % at 8.33 µM. 320,000 compounds, 0.19% hits; in the data active = activation above about 80%; inconclusive = between about 30% and that limit; note: 0% is about no effect
#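 Cells expressing TRPV1 were dye-loaded with Fluo-8 and read kinetically: 10 s baseline, 3 min after compound (agonist portion), then 2 min after EC20 capsaicin (allosteric enhancer portion). Calcium-bound dye fluorescence at 480/520 nm.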
# Starred values were filed as active, the others as inactive; u = inconclusive; x = no result given; [ ] = dose if it differs, or a comment. Unless noted, calls come from the whole dose curve; as a rule, active = well fitted curve in the direction sought with a large enough effect; inconclusive = small, poorly fitted or top-dose-only effect, or another doubt; inactive = no such curve, though single readings can be large; an effect the other way counts as inactive or inconclusive.
Molecule	hERG WT inh	MBNL1 CUG block	AT treatment	Integrin act MD	FBPA coupling cs	KCNH2 3.1 block	GALK inhibitor	MLL CXXC-DNA inh	S-ASM inh	TRPV1 ag
c1ccc(COn2nnc3ccccc32)c(COn2nnc3ccccc32)c1	-1	-11%	2%	-25%	-15	5	0%	0%	-4%	u
CC(N)C(=O)NC(C(=O)N1CCCC1C(=O)NC(c1ccccc1)c1ccccc1)C(C)C (stereo not drawn)	-4	x	0%	-4%	x	10	x	x	2%	-2
COc1ccc(/C=C2\Oc3cc(OCC(=O)N4CCC(C(=O)O)CC4)ccc3C2=O)c(OC)c1	3	u	-3%	1%	1	13	x	u	173%[activator]	-1
Cc1ccc(S(=O)(=O)CCC(=O)Nc2ccc3nc(C)sc3c2)cc1	x	x	-7%	0%	3	-10	0%	15%	4%	-1
Cc1ccc(C)c(N2CCN(Cc3nnnn3C3CCCCC3)CC2)c1	1	-7%	7%	-22%	-2	-20	0%	8%	1%	u
Cn1c(=O)c(-c2ccccc2N)nc2ccccc21	-13	u	-12%	-15%	0	5	0%	1%	-1%	-12
COc1ccccc1NS(=O)(=O)c1cccc(C(=O)OCc2nc3ccccc3s2)c1	-5	x	5%	-2%	0	-24	-3%	28%	-8%	4
COc1ccc(OC)c(C(=O)N/N=C/c2ccccn2)c1	7	u	11%	17%	0	7	-4%	-4%	3%	3
CCC(=O)Nc1ccc(C(=O)c2ccccc2)cc1	8	-13%	0%	6%	0	-30	4%	-1%	-2%	10
Cc1cc(C)n2nc(C(=O)NCc3ccco3)nc2n1	2	x	x	37%	x	-13	x	x	7%	x
O=C(CCNC(=O)c1ccc(Cl)cc1)NCCCN1CCOCC1	5	x	-6%	5%	x	-5	x	x	7%	1
COc1cc(C(=O)OCC(=O)N2CCOCC2)c([N+](=O)[O-])cc1OC	20	u	0%	-26%	3	4	-1%	4%	-1%	0
CC(C)(C)c1cc(-c2n[nH]c(=S)n2-c2ccc(Cl)cc2)n[nH]1	7	-1%	-12%	-9%	5	-15	-2%	-4%	-2%	-2
O=C(NCc1cccs1)C1CC(c2ccc(Cl)cc2)=NO1 (stereo not drawn)	-2	-11%	-1%	27%	4	7	-3%	7%	5%	23
Cc1ccccc1-n1c(Cn2c(=O)sc3ccccc32)nnc1SC(C)C	2	-8%	5%	-25%	1	-6	0%	-6%	-1%	2
C#CCSc1nnc(-c2ccc([N+](=O)[O-])cc2)o1	-5	u	-4%	5%	2	1	9%	7%	0%	0
CCCCc1nc2sc3c(c2c(=O)[nH]1)CCC3	-6	21%	13%	10%	0	-4	2%	-2%	5%	9
Cc1cc(=O)oc2cc(NC(=O)CC3(CC(=O)O)CCCC3)ccc12	1	x	-2%	5%	4	7	-2%	26%	89%[activator]	-2
Cc1ccc(NC(=O)COC(=O)/C=C/c2ccc(Br)o2)cc1S(=O)(=O)N(C)C	-2	14%	-4%	-32%	0	8	-1%	5%	-27%	2
O=C(Nc1ccc(Nc2ccccc2)cc1)c1cc([N+](=O)[O-])ccc1Cl	-7	u	-1%	-82%[inhibitor]	-3	-5	-3%	-6%	-10%	0
O=C(CSc1ccc(-c2nc3ccccc3[nH]2)cn1)N1CCN(C(=O)c2ccco2)CC1	-11	3%	-4%	15%[7.66 µM]	-1	-2	3%	8%	-14%	11
NC(=S)Nc1ccc(C(F)(F)F)cc1Cl	13	u	-2%	6%	-2	3	-2%	3%	4%	-3
CCCCN(C(=O)COC(=O)CSc1cc(C)c2ccccc2n1)c1c(N)n(CCC)c(=O)[nH]c1=O	-25	-2%	0%	-15%	x	-16	-1%	0%	3%	-3
COc1ccccc1CCC(=O)NNC(=O)c1cccs1	5	x	0%	3%	x	-8	x	x	-2%	x
Cc1ccc(OP(=O)(Nc2c(C)n(C)n(-c3ccccc3)c2=O)Oc2ccc(C)cc2)cc1	27	4%	-5%	16%	6	-3	1%	5%	1%	3
O=c1c2nncn2c2cccnc2n1CCNc1ncc(C(F)(F)F)cc1Cl	-1	10%	-8%	-12%	4	15	-1%	-4%	-4%	-1
COc1ccccc1CC(=O)NC1CCCc2ccccc21 (stereo not drawn)	-1	7%	3%	10%	0	-20	-2%	-19%	3%	11
COc1ccc(C2C=C(c3ccc(Br)cc3)Nc3nc(N4C(=O)CCC4=O)nn32)cc1 (stereo not drawn)	8	16%	22%	11%	0	8	3%	3%	25%	x
O=c1c2ccccc2nc2oc3ccccc3n12	-1	-5%	-1%	20%	2	11	0%	1%	-3%	2
O=C(NCc1ccco1)C1(c2ccccc2)CCCC1	11	-3%	4%	20%	0	7	2%	1%	3%	2
Cc1ccc(-c2nc3ccccc3[nH]c2=O)cc1	15	17%	-11%	14%	1	1	1%	2%	175%[activator]	4
CN(C(=O)c1cccnc1)c1nnc(-c2cccnc2)s1	-8	-10%	1%	-8%	-1	1	0%	-2%	1%	-1
CCC(CC)C1C(C#N)=C(N)Oc2n[nH]c(C)c21 (stereo not drawn)	0	-3%	2%	0%	-11	-21	-4%	10%	-2%	-2
CCOC(=O)c1cc(C#N)c(Oc2cccc(C(F)(F)F)c2)nc1-c1ccccc1	-1	-11%	3%	25%	-8	-10	1%	-2%	-4%	-5
COc1ccc(CNC(=O)CSc2ccc(Br)cc2)cc1OC	8	-20%	5%	-1%	5	-13	1%	3%	0%	3
C#CCOC(=O)C1C2C=CC(C2)C1C(=O)O (stereo not drawn)	-12	2%	3%	20%	0	15	-4%	-10%	3%	0
COc1ccccc1Nc1nc(-c2ccc([N+](=O)[O-])cc2)nc2ccccc12	4	x	x	-11%	x	u	x	x	-10%	x
C=C(C)C1CC=C(C)/C(=N/NC(=O)c2ccccc2[N+](=O)[O-])C1 (stereo not drawn)	-2	x	-6%	-9%	1	28	0%	-4%	-3%	3
Cc1ccc(S(=O)(=O)NCC2CCC(C(=O)NCc3ccc4c(c3)OCO4)CC2)cc1 (stereo not drawn)	9	-3%	-2%	27%	2	-8	-4%	26%	-3%	0
O=S1(=O)c2ccccc2Nc2ccccc21	6	-8%	6%	-14%	-1	4	2%	18%	-2%	4
COc1ccc2c(C(=O)CN3CCN(CCO)CC3)c[nH]c2c1	-6	12%	-4%	12%[7.66 µM]	-4	-3	7%	16%	8%	-1
O=C(c1cc(-c2ccccn2)nc2ccc(Br)cc12)N1CCN(S(=O)(=O)c2ccccc2)CC1	-12	14%	4%	15%	2	u	4%	4%	-2%	0
CCOc1ccccc1NC(=O)CN(c1ccc(C)cc1)S(=O)(=O)c1c(C)noc1C	-4	-12%	x	34%	-7	-2	-1%	0%	-14%	-19
CCOC(=O)c1c(C)[nH]c(C(=O)OCC(=O)Nc2ccc(OCC)cc2)c1C	-6	-4%	2%	-22%[7.66 µM]	4	-7	0%	2%	3%	4
Cc1cccc(N2CCN(C(=O)c3nn(C)c4c3CS(=O)(=O)c3ccccc3-4)CC2)c1C	18	3%	0%	-9%	x	-19	-5%	-1%	-2%	2
CCCc1ccc(OCc2ccc(C(=O)O)o2)c(OC)c1	3	-5%	-3%	-13%	12	-6	1%	1%	7%	1
COc1ccc(OC)c2[nH]c(=O)c(CCNC(=O)c3cccs3)cc12	-28	3%	3%	18%	-12	23	0%	14%	4%	0
Cc1ccc(C(=O)C(C)N2C(=O)NC(C)(c3ccccc3)C2=O)cc1 (stereo not drawn)	9	-3%	-7%	-23%	0	9	-1%	0%	3%	-3
CSc1cccc(NC(=O)CN(c2cc(C)ccc2C)S(C)(=O)=O)c1	7	-6%	9%	-31%	0	-5	3%	1%	-5%	3
O/N=C(\Cc1cscn1)c1ccc(O)cc1O	-7	3%	11%	-28%	1	0	-4%	1%	2%	2
CCSc1ccc([C@@H]2[C@H]3C(=O)N(CC)C(=O)[C@H]3[C@]3(C(=O)OC)CCCCN23)cc1OC	5	x	-5%	-2%	x	10	x	x	-4%	x
CC(C)(C)NCC1(CO)SC(N)=NC1=O (stereo not drawn)	12	-4%	13%	-25%	0	19	3%	-3%	5%	-1
Cn1c(=O)c2c(nc(SCc3cc4c(cc3Cl)OCO4)n2C)n(C)c1=O	x	16%	11%	x	5	x	3%	-7%	x	-1
CCC(C)C1Nc2ccc(C(=O)NCc3ccc4c(c3)OCO4)cc2NC1=O (stereo not drawn)	-7	8%	0%	1%	2	-23	-2%	5%	10%	0

# Screens as filed in PubChem.
